Compound activity deposited in PubChem by several laboratories.
GalR3 antag: antagonists of human GalR3; HEK293 GalR3-CNG cAMP membrane potential fluorescence; galR3 body fused to GalR1 C-terminus; inhibition, % at 3 µM; actives 0.44% (n = 360,000); AID 651719;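 active means inhibition above the screen-wide average plus 3 SD, cut at about 13% in these data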;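 further: forskolin and galanin both at EC90 stimulate the cells; cAMP rise reported by CNG channel membrane potential dye signal; 0% = forskolin plus galanin with DMSO and 100% = forskolin alone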
Target sequence (O60755 1-299 limits assumed): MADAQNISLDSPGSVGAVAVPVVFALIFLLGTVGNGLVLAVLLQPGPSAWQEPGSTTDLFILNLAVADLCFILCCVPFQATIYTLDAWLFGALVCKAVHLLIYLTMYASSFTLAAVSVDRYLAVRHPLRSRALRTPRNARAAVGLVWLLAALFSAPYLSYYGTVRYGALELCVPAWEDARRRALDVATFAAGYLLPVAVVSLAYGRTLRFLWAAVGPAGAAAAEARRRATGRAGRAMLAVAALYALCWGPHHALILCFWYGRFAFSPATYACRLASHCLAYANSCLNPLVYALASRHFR
CRFBP-R2 block: antagonists of CRF-binding protein/CRF-R2 receptor complex. actives 0.59% (n = 350,000). inhibition, % at 11.8 µM. AID 588475. HEK293 CRF-R2/CRF-BP, CRF-induced calcium fluorescence;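 active means inhibition of the ligand-induced calcium signal above about 50% at the single tested concentration, limit read from the data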
MEKK3 PB1 HTS: MEKK3-MEK5 PB1 interaction, increase or decrease. Q99759. bead-based flow cytometry, Alexa488-MEK5 binding to MEKK3; actives lie on both sides; 0 = blocked by unlabeled MEK5, 100 = vehicle. binding response (% of control), % at 10 µM. actives 1.4% (n = 290,000). AID 1529;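 active means binding response more than 3 SD above or below the average of its plate-row segment, actives on both sides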;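 further: Alexa488 bead fluorescence after subtracting the streptavidin-only scavenger bead signal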
Target sequence (Q99759 whole entry, looked up): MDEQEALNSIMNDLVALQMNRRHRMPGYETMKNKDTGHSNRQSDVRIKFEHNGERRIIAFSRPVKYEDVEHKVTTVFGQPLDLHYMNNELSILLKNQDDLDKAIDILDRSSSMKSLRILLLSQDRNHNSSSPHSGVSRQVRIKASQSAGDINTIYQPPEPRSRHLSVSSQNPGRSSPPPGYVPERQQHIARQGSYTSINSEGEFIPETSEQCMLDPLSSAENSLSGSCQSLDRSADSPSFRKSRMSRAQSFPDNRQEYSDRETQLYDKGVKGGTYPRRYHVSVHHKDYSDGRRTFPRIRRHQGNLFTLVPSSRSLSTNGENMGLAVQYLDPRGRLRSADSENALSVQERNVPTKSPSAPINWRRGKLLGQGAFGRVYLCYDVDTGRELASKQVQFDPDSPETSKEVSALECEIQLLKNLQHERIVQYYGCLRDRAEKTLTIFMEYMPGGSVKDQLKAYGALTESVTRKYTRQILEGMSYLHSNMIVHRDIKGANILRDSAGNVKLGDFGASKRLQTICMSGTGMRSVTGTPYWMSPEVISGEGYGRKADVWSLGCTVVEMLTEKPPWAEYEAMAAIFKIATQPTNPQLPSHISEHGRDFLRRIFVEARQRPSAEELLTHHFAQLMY
DNA FID counter: fluorescent intercalator displacement, NS3 helicase counter-screen. DNA fluorescent intercalator displacement, fluorescence. inhibition, % at 7.9 µM. actives 0.17% (n = 290,000); in the data active means inhibition above about 37%;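 further: 0% = vehicle and 100% = reference compound; higher means more ethidium bromide displaced from hairpin DNA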
MEKK2mut PB1 HTS: signal of MEK5 binding to mutant human MEKK2 PB1 domain. bead flow cytometry, Alexa488-MEK5 binding to MEKK2 mutant. percent response, % at 10 µM. actives 0.35% (n = 290,000); in the data active means percent response above about 24%, passing the limit was not always enough; further: inactives centre near 1; some results filed as inactive read as strong as hits
SUMO HTRF inh: inhibitors of human SUMOylation (UBC9); AID 2006; inhibition, % at 35 µM; HTRF SUMOylation assay, SAE1/SAE2 + UBC9, in vitro; actives 0.36% (n = 290,000); P63279; in the data active means inhibition above about 50%, passing the limit was not always enough; further: strong numbers were not always called active
Target sequence (P63279 whole entry, looked up): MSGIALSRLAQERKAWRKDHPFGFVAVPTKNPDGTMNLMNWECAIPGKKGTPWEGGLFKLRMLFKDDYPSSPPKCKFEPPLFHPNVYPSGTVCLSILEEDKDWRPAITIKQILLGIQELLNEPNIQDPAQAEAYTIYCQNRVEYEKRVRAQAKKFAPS
NS3 helicase inh: blocks Hepatitis C virus NS3 helicase unwinding. inhibition, % at 10.9 µM. AID 1800. NS3 helicase DNA unwinding, Cy5 molecular beacon fluorescence. actives 0.56% (n = 290,000);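 active means inhibition above the mean of all tested compounds plus 3 SD, set per campaign, cut at about 35% in these data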;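 further: 0% = DMSO wells and 100% = thioflavine S control wells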
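System: Hepatitis C virus NS3 helicase domain fragment enzyme | Reagent: Annealed dual-labelled DNA beacon duplex, ATP-started | Compound dosing: 10.9 µM single point, 0.8% DMSO | Incubation: 1 h reaction at 25 °C, ATP-initiated | Technique: Cy5 fluorescence | Evaluation: Percent inhibition from t60/t0 fluorescence ratio | Benchmarks: Low DMSO, high thioflavine S at 110 µM | Replication: Singlicate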
MEKK2 WT-MEK5: raises or lowers MEK5 binding to wildtype human MEKK2 PB1 domain. bead flow cytometry, Alexa488-MEK5 binding to MEKK2 WT; actives lie on both sides. actives 1.1% (n = 290,000). binding response (% of control), % at 10 µM. Q9Y2U5; in the data active means binding response below about 67% or above about 130%
CRFR2-BP ag: agonists of human CRF-binding protein/CRF-R2 receptor complex | HEK293 CRF-R2/CRF-BP, calcium dye fluorescence (FLIPR); percent of saturating CRF peptide response | activation, % at 13.2 µM | actives 0.46% (n = 350,000) | AID 588473;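 active means activation of at least 50%, plus an integration ratio under a set limit after plate pattern correction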;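 further: plate controls were neutral control wells without compound for no effect and CRF at EC100 for full effect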
* hit, by the source's call; [ ] = dose if it differs, or a comment.

For C#CCOCCOCCOCCNc1nc(N2CCN(C(=O)[C@H](Cc3ccc(O)cc3)n3cc([C@@H](N)CC(C)C)nn3)CC2)nc(N2CCN(C(=O)[C@H](Cc3cc4ccccc4[nH]3)n3cc([C@@H](N)CC(C)C)nn3)CC2)n1 the results were GalR3 antag -6, CRFBP-R2 block 10, MEKK3 PB1 HTS 114, DNA FID counter 37*, MEKK2mut PB1 HTS 99*, SUMO HTRF inh -50, NS3 helicase inh -74, MEKK2 WT-MEK5 230* and CRFR2-BP ag -0.3.
For CC1(C)C2CCC1(CS(=O)(=O)Nc1cccc(S(N)(=O)=O)c1)C(=O)C2 (centres undefined) the results were GalR3 antag -4, CRFBP-R2 block -4, MEKK3 PB1 HTS 68, DNA FID counter -1, MEKK2mut PB1 HTS -21, SUMO HTRF inh 11, NS3 helicase inh 14, MEKK2 WT-MEK5 72 and CRFR2-BP ag 0.9.
CCOCC(=O)Nc1cc(C(=O)OC)ccc1C(=O)OC was read as GalR3 antag -3, CRFBP-R2 block -5, MEKK3 PB1 HTS 101, DNA FID counter -6, MEKK2mut PB1 HTS 9, SUMO HTRF inh -5, NS3 helicase inh 2, MEKK2 WT-MEK5 101 and CRFR2-BP ag 0.3.
O=C(CNC(=S)NC(=O)C1CCCCC1)c1ccccc1 was read as GalR3 antag -1, CRFBP-R2 block 4, MEKK3 PB1 HTS 102, DNA FID counter 1, MEKK2mut PB1 HTS 5, SUMO HTRF inh 7, NS3 helicase inh -1, MEKK2 WT-MEK5 108 and CRFR2-BP ag -0.1.
`Cc1cccc(C(C(=O)NC2CCCC2)N(C(=O)c2csnn2)C2CC2)c1` (centres undefined) gave GalR3 antag 1, CRFBP-R2 block -4, MEKK3 PB1 HTS 99, DNA FID counter -20, MEKK2mut PB1 HTS -4, SUMO HTRF inh -15, NS3 helicase inh 20, MEKK2 WT-MEK5 98 and CRFR2-BP ag -0.3.
For O=C(CS(=O)(=O)c1cn(Cc2ccc(Cl)cc2)c2ccccc12)N1CCCCC1 the results were CRFBP-R2 block -26, MEKK3 PB1 HTS 111, DNA FID counter -8, MEKK2mut PB1 HTS 8, SUMO HTRF inh 14, NS3 helicase inh -3, MEKK2 WT-MEK5 114 and CRFR2-BP ag -1.1.
`O=C(c1ccc(F)cc1)N1CCN(C(=O)c2cccnc2)CC1` gave GalR3 antag -3, CRFBP-R2 block 4, MEKK3 PB1 HTS 107, DNA FID counter -9, MEKK2mut PB1 HTS 4, SUMO HTRF inh 4, NS3 helicase inh 0, MEKK2 WT-MEK5 105 and CRFR2-BP ag -1.3.
Screening CCN1CCc2c(OCC(=O)N3CCc4ccccc43)cccc2C1=O returned GalR3 antag -2, MEKK3 PB1 HTS 87, DNA FID counter -20, MEKK2mut PB1 HTS -8, SUMO HTRF inh 8, NS3 helicase inh -6 and MEKK2 WT-MEK5 82.
Screening COc1ccc(S(=O)(=O)N2CCCN(S(=O)(=O)c3ccc(OC)c(C)c3)CC2)cc1C returned GalR3 antag -5, CRFBP-R2 block 20, MEKK3 PB1 HTS 105, DNA FID counter -2, MEKK2mut PB1 HTS 4, SUMO HTRF inh -2, NS3 helicase inh -1, MEKK2 WT-MEK5 106 and CRFR2-BP ag -0.3.
For Cc1ccc(NC(=O)Nc2ccc(F)c(Cl)c2)cc1 the results were GalR3 antag -4, CRFBP-R2 block -17, MEKK3 PB1 HTS 102, DNA FID counter 5, MEKK2mut PB1 HTS 9, SUMO HTRF inh 0, NS3 helicase inh -5, MEKK2 WT-MEK5 109 and CRFR2-BP ag -0.6.
For CCN1C(=O)C(CC(=O)Nc2ccc(F)cc2)N(Cc2ccc3c(c2)OCO3)C1=S (centres undefined) the results were GalR3 antag -1, CRFBP-R2 block -23, MEKK3 PB1 HTS 86, DNA FID counter -2, MEKK2mut PB1 HTS 2, SUMO HTRF inh 4, NS3 helicase inh 0, MEKK2 WT-MEK5 98 and CRFR2-BP ag 7.8.
`O=C(Nc1ccccc1C(F)(F)F)c1cc2ccccc2o1` gave GalR3 antag -12, CRFBP-R2 block 0, MEKK3 PB1 HTS 103, DNA FID counter -6, MEKK2mut PB1 HTS 8, SUMO HTRF inh 11, NS3 helicase inh 2, MEKK2 WT-MEK5 105 and CRFR2-BP ag -0.8.
O=C(C1=NN[C@@H]2C(=O)N(c3cccc(F)c3)C(=O)[C@H]12)c1ccc2ccccc2n1 was read as GalR3 antag -1, CRFBP-R2 block -13, MEKK3 PB1 HTS 105, DNA FID counter -5, MEKK2mut PB1 HTS 16, SUMO HTRF inh 10, NS3 helicase inh 16, MEKK2 WT-MEK5 126 and CRFR2-BP ag 1.2.
COc1cccc(NC(=S)N(CCN2CCCCC2)Cc2ccco2)c1 was read as GalR3 antag -4, CRFBP-R2 block -2, MEKK3 PB1 HTS 94, DNA FID counter 5, MEKK2mut PB1 HTS 0, SUMO HTRF inh 4, NS3 helicase inh -2, MEKK2 WT-MEK5 96 and CRFR2-BP ag 0.4.
Screening CCCSc1nnc(CNC(=O)C23CC4CC(CC(C4)C2)C3)n1Cc1ccccc1 returned GalR3 antag -4, CRFBP-R2 block -8, MEKK3 PB1 HTS 106, DNA FID counter -39, MEKK2mut PB1 HTS 23, SUMO HTRF inh -10, NS3 helicase inh 2, MEKK2 WT-MEK5 117 and CRFR2-BP ag -0.8.
`Cc1ccc(S(=O)(=O)CCC(=O)Nc2nc(C(C)(C)C)cs2)cc1` gave GalR3 antag -9, CRFBP-R2 block 9, MEKK3 PB1 HTS 105, DNA FID counter -45, MEKK2mut PB1 HTS 6, SUMO HTRF inh 10, NS3 helicase inh 4, MEKK2 WT-MEK5 101 and CRFR2-BP ag -0.6.
COc1ccc(C(C(=O)NC(C)(C)C)N(C(=O)CCC(=O)Nc2cc(C)on2)c2cccc(C)c2C)cc1 (centres undefined) was read as GalR3 antag -8, CRFBP-R2 block -19, MEKK3 PB1 HTS 101, DNA FID counter -15, MEKK2mut PB1 HTS -7, SUMO HTRF inh -7, NS3 helicase inh -1, MEKK2 WT-MEK5 91 and CRFR2-BP ag -0.4.
`COc1ccc(C2C(C#N)=C(N)N(c3ccccc3)C3=C2C(=O)CCC3)cc1Cn1cc([N+](=O)[O-])cn1` (centres undefined) gave GalR3 antag -2, CRFBP-R2 block -6, MEKK3 PB1 HTS 96, DNA FID counter -17, MEKK2mut PB1 HTS -1, SUMO HTRF inh 1, NS3 helicase inh 0, MEKK2 WT-MEK5 95 and CRFR2-BP ag -0.1.
For COc1ccc(OC)c(-n2c(=S)[nH]c3cc(C(=O)N4CCN(c5ccccc5)CC4)ccc3c2=O)c1 the results were GalR3 antag 6, CRFBP-R2 block -18, MEKK3 PB1 HTS 102, DNA FID counter -47, MEKK2mut PB1 HTS 4, SUMO HTRF inh 12, NS3 helicase inh -7, MEKK2 WT-MEK5 97 and CRFR2-BP ag 1.2.
For CC(=O)Nc1ccc(S(=O)(=O)N2CCN(Cc3ccccc3[N+](=O)[O-])CC2)cc1 the results were GalR3 antag -3, CRFBP-R2 block -10, MEKK3 PB1 HTS 114, DNA FID counter -17, MEKK2mut PB1 HTS -1, SUMO HTRF inh 1, NS3 helicase inh -7, MEKK2 WT-MEK5 110 and CRFR2-BP ag 0.3.
`COc1ccc(N2C(S)=C(C#N)C(=O)NC2c2ccc(OC)c(OC)c2)cc1` (centres undefined) gave GalR3 antag -5, CRFBP-R2 block -10, MEKK3 PB1 HTS 104, DNA FID counter -6, MEKK2mut PB1 HTS -5, SUMO HTRF inh 21, NS3 helicase inh 1, MEKK2 WT-MEK5 100 and CRFR2-BP ag 0.0.
Screening COC(=O)c1nn(Cc2ccccc2)c(=O)c2ccccc12 returned GalR3 antag 4, CRFBP-R2 block 17, MEKK3 PB1 HTS 119, DNA FID counter -6, MEKK2mut PB1 HTS -1, SUMO HTRF inh -16, NS3 helicase inh -2, MEKK2 WT-MEK5 108 and CRFR2-BP ag 0.0.
For CC(C)CNC(=O)c1cccc(NC(=O)COc2ccc([N+](=O)[O-])cc2)c1 the results were GalR3 antag 0, CRFBP-R2 block 15, MEKK3 PB1 HTS 104, DNA FID counter -4, MEKK2mut PB1 HTS 2, SUMO HTRF inh 31, NS3 helicase inh 15, MEKK2 WT-MEK5 100 and CRFR2-BP ag -1.0.
Cc1ccc(C(=O)CN(C(=O)c2ccc(Cl)c(Cl)c2)N2C(=O)C3C4C=CC(C4)C3C2=O)cc1 (centres undefined) was read as GalR3 antag -6, CRFBP-R2 block -26, MEKK3 PB1 HTS 82*[inhibitor], DNA FID counter -2, MEKK2mut PB1 HTS -10, SUMO HTRF inh -9, NS3 helicase inh -9, MEKK2 WT-MEK5 86 and CRFR2-BP ag -0.1.
Screening O=C(CSc1ccccn1)N1CCCC(Nc2ccccc2)C1 (centres undefined) returned GalR3 antag -6, CRFBP-R2 block 4, MEKK3 PB1 HTS 98, DNA FID counter -10, MEKK2mut PB1 HTS -6, SUMO HTRF inh 10, NS3 helicase inh -7, MEKK2 WT-MEK5 99 and CRFR2-BP ag -1.2.
`CN(CC1CCCN(CCc2ccc(Cl)cc2)C1)C(=O)c1ccco1` (centres undefined) gave GalR3 antag -2, CRFBP-R2 block 15, MEKK3 PB1 HTS 107, DNA FID counter -29, MEKK2mut PB1 HTS 5, SUMO HTRF inh 11, NS3 helicase inh -6, MEKK2 WT-MEK5 110 and CRFR2-BP ag 8.2.
Screening O=C(/C=C\Nc1cccc(F)c1)c1ccc2c(c1)OCO2 returned GalR3 antag -6, CRFBP-R2 block 7, MEKK3 PB1 HTS 97, DNA FID counter -10, MEKK2mut PB1 HTS -7, SUMO HTRF inh 25, NS3 helicase inh -5, MEKK2 WT-MEK5 87 and CRFR2-BP ag 6.2.
Screening COc1ccc(/C=N/NC(=O)CN2CCCc3ccccc32)c(OC)c1 returned GalR3 antag 4, CRFBP-R2 block 9, MEKK3 PB1 HTS 105, DNA FID counter -21, MEKK2mut PB1 HTS -1, SUMO HTRF inh -1, NS3 helicase inh -4, MEKK2 WT-MEK5 97 and CRFR2-BP ag 0.3.
Screening CCN(C(=O)COC(=O)c1cc(OC)c(OC)cc1[N+](=O)[O-])C1CCS(=O)(=O)C1 (centres undefined) returned GalR3 antag -5, CRFBP-R2 block 4, MEKK3 PB1 HTS 105, DNA FID counter 2, MEKK2mut PB1 HTS 0, SUMO HTRF inh 5, NS3 helicase inh 3, MEKK2 WT-MEK5 103 and CRFR2-BP ag -0.8.

Pulled one by one from the entries so far (2):
COc1ccc(C(C(=O)NC(C)(C)C)N(C(=O)CCC(=O)Nc2cc(C)on2)c2cccc(C)c2C)cc1 (centres undefined) was read as GalR3 antag -8, CRFBP-R2 block -19, MEKK3 PB1 HTS 101, DNA FID counter -15, MEKK2mut PB1 HTS -7, SUMO HTRF inh -7, NS3 helicase inh -1, MEKK2 WT-MEK5 91 and CRFR2-BP ag -0.4.
For COc1ccc(OC)c(-n2c(=S)[nH]c3cc(C(=O)N4CCN(c5ccccc5)CC4)ccc3c2=O)c1 the results were GalR3 antag 6, CRFBP-R2 block -18, MEKK3 PB1 HTS 102, DNA FID counter -47, MEKK2mut PB1 HTS 4, SUMO HTRF inh 12, NS3 helicase inh -7, MEKK2 WT-MEK5 97 and CRFR2-BP ag 1.2.

These rows are one share of the data. The share of hits here may be higher or lower than overall.
